pPAFAH FP inh – pPAFAH enzyme inhibitors, primary screen, biochemical, fluorescence polarization, human | recombinant pPAFAH, FP-rhodamine probe fluorescence polarization | Platelet-activating factor acetylhydrolase (Homo sapiens), Q13093 | 330,000 tested, 1.5% active | inhibition, % at 3.39 µM;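 active = inhibition above the mean inhibition across the screen plus 3 SD, cut at about 25% in these data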;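 note: inhibitors block binding of the rhodamine activity-based probe so polarization drops; 0% = enzyme with DMSO and 100% = wells lacking pPAFAH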
PAD4 FP inh – human PAD4 inhibitors, primary screen, biochemical, fluorescence polarization, 1536-well format. recombinant PAD4, RCA probe fluorescence polarization. inhibition, % at 6.36 µM. Protein-arginine deiminase type-4 (Homo sapiens), Q9UM07. AID 485272, 2010. 330,000 tested, 0.41% active;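 active = percent inhibition above a cutoff equal to the mean of all tested compounds plus 3 SD, cut at about 15% in these data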;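 note: 0% = PAD4 with RCA probe and DMSO and 100% = probe without PAD4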
Target sequence (Q9UM07 whole entry, looked up): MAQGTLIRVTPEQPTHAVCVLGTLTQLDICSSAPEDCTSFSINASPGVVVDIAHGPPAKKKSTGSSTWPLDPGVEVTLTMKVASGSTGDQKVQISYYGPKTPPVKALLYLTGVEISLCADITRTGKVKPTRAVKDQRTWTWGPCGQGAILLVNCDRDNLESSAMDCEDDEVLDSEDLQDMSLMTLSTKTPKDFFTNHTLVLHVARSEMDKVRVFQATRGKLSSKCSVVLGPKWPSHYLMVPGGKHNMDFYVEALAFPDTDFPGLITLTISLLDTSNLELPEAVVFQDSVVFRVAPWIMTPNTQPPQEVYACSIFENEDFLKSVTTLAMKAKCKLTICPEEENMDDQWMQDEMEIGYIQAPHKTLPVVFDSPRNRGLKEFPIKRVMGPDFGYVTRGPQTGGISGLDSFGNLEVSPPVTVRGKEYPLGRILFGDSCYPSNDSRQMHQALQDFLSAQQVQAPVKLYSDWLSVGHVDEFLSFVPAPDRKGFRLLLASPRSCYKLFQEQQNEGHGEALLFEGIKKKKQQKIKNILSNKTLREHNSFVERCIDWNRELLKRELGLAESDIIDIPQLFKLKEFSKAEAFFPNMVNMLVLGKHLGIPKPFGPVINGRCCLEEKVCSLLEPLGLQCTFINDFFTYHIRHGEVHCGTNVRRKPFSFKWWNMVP
LYPLA1 inh – LYPLA1 inhibitors, primary screen, counter-screen for PME1 inhibitor project, biochemical, fluorescence polarization, FP-Rh probe ABPP | recombinant LYPLA1 | inhibition, % at 5.9 µM | 320,000 tested, 0.16% active | AID 2174, 2009;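 active = inhibition above the mean of all tested compounds plus 3 SD, set per campaign, cut at about 14% in these data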;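 note: inhibitors block serine hydrolase probe labeling of LYPLA1 so polarization falls; 0% = enzyme with DMSO and 100% = wells lacking LYPLA1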
PME-1 inh – PME-1 inhibitors via competitive probe labeling, primary screen, biochemical, fluorescence polarization, FP-Rh probe, HTS. Protein phosphatase methylesterase 1 (Homo sapiens), Q9Y570. recombinant PME-1. inhibition, % at 5.9 µM. 320,000 tested, 0.53% active. AID 2130, 2009;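 active = inhibition above the campaign mean of all compounds plus 3 SD, cut at about 26% in these data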;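 note: competitive labeling of PME-1 active site by serine hydrolase directed probe; 0% = PME-1 with DMSO and 100% = wells lacking PME-1 enzyme; inhibitors block probe labeling so polarization falls and inhibition rises; many of its hits are not listed in these tables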
GSTO1 inh – inhibitors of recombinant GSTO1, primary screen, counter-screen for RBBP9 inhibitor project, biochemical, fluorescence polarization. inhibition, % at 5.96 µM. activity-based probe fluorescence polarization. Glutathione S-transferase omega-1 (Homo sapiens), P78417. AID 1974, 2009. 300,000 tested, 1.1% active;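 active = inhibition above the campaign mean inhibition plus 3 SD, cut at about 35% in these data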;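 note: 0% = GSTO1-1 with DMSO and 100% = wells lacking GSTO1-1 enzyme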
PAFAH1B3 inh – PAFAH1B3 enzyme inhibitors, primary screen, biochemical, fluorescence polarization, human | 340,000 tested, 0.28% active | inhibition, % at 3.39 µM | recombinant PAFAH1B3, FP-rhodamine probe;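 active = inhibition above the screen-wide average of all tested compounds plus 3 SD, cut at about 25% in these data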;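 note: 0% = enzyme with DMSO only and 100% = wells lacking PAFAH1B3 protein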
PAFAH1B2 FP inh – PAFAH1B2 enzyme inhibitors, primary screen, biochemical, fluorescence polarization, human. Platelet-activating factor acetylhydrolase IB subunit alpha2 (Homo sapiens), P68402. recombinant PAFAH1B2, FP-rhodamine activity probe. inhibition, % at 3.39 µM. 340,000 tested, 1.2% active. AID 492953, 2010;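 active = inhibition above the mean of all tested compounds plus 3 SD, cut at about 24% in these data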;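 note: 0% = enzyme with DMSO and 100% = wells lacking PAFAH1B2; many of its hits are not listed in these tables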
Target sequence (P68402 whole entry, looked up): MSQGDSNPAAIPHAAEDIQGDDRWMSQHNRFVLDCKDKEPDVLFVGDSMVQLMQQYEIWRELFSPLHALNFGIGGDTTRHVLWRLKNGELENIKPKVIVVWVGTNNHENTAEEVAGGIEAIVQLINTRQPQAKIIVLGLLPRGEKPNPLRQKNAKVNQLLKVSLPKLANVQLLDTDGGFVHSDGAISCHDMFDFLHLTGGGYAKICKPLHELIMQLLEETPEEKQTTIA
PAFAH2 inh – PAFAH2 enzyme inhibitors, primary screen, biochemical, fluorescence polarization, human. AID 492956, 2010. recombinant PAFAH2, FP-rhodamine activity probe. 340,000 tested, 0.99% active. Platelet-activating factor acetylhydrolase 2, cytoplasmic (Homo sapiens), Q99487. inhibition, % at 3.39 µM;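 active = inhibition above the mean over all tested compounds plus 3 SD, cut at about 30% in these data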;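 note: inhibitors block probe labeling of enzyme so polarization drops; 0% = enzyme with DMSO and 100% = wells lacking PAFAH2 protein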
Fam108B counter – mouse Fam108B serine hydrolase inhibitors, primary screen, counter-screen for RBBP9 inhibitor project, biochemical, fluorescence polarization; inhibition, % at 9.51 µM; 300,000 tested, 0.33% active; recombinant Fam108B, FP-Rh probe fluorescence polarization;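 active = inhibition above the screen mean inhibition plus 3 SD, computed separately per campaign, cut at about 18% in these data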;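 note: inhibitors lower polarization as less probe binds the enzyme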
* = called active by the depositor; x = not tested or not shown. Only part of the results is shown (hit frequency here may not be typical).

Results follow in this order: PME-1 inh	GSTO1 inh	Fam108B counter	pPAFAH FP inh	PAFAH2 inh	LYPLA1 inh	PAFAH1B2 FP inh	PAD4 FP inh	PAFAH1B3 inh
- CC(OC(=O)c1ccc(S(=O)(=O)NCc2ccco2)cc1)C(=O)Nc1ccc(Cl)cn1 (stereo not drawn)
 : 5	-1	3	4	1	-2	4	3	2
- COc1ccc(C(=O)CN2C(=O)c3ccccc3C2=O)cc1
 : -11	4	-1	4	x	-1	x	0	x
- COc1cccc(-n2nnnc2SCC(=O)Nc2ccc(NC(C)=O)cc2)c1
 : 3	4	0	5	2	1	3	-10	5
- Cc1cc(Cl)ccc1Oc1ncc(-c2ccc(Cl)cc2)cn1
 : -1	-5	3	7	7	-2	-2	3	0
- O=C(Nc1ccccc1N1CCN(C(=O)c2ccccc2)CC1)c1ccco1
 : -10	11	-3	-1	-1	-1	3	5	-1
- Cc1ccc(S(=O)(=O)NC(=O)c2ccccc2)cc1C(C)C
 : 1	-3	-1	0	-1	0	7	-2	1
- Cc1cc(C(=O)Nc2ccccc2C)n(-c2ccccc2)n1
 : 3	-1	3	4	2	-3	1	0	8
- Cc1cc(C(=O)Cn2nnc3ccccc3c2=O)c(C)n1-c1ccccc1F
 : -3	-4	3	-2	2	-2	-3	-2	-10
- COc1ccc(NC(=O)Nc2cc(NC(=O)Nc3ccc(OC)cc3)c(C)nc2C)cc1
 : -1	6	0	4	-4	-5	3	0	-2
- COc1ccccc1C(=O)OCc1c(-c2ccccc2)ncc2ccccc12
 : x	x	x	-1	0	x	1	3	-2
- CCCCn1c(SCC(=O)Nc2cc(C)on2)nnc1-c1cccs1
 : 4	7	3	6	2	4	3	0	4
- Cc1cc(C)nc(NC(N)=NCCc2c[nH]c3ccccc23)n1
 : -1	-1	-6	1	-4	0	0	-4	-2
- N#CC(C(=O)OC1CCCCC1)c1nc2ccccc2nc1N1CCOCC1 (stereo not drawn)
 : -1	5	-1	5	-2	2	-2	1	2
- CC(=O)C1=C(C)N(CC2CC2)C(=O)N[C@H]1c1cccs1
 : -2	5	0	-4	3	-2	-1	0	-11
- CCc1ccc(NC(=O)C(=O)NCCN2CCN(S(=O)(=O)c3ccccc3)CC2)cc1
 : -4	-5	3	4	-12	1	0	8	7
- COc1ccc(CN=C(NS(=O)(=O)c2cccs2)SC)cc1
 : -4	-3	0	-4	-3	2	4	-4	4
- O=C(Nc1ccccc1)c1ccncc1
 : -1	1	5	-3	0	3	5	-1	1
- CC(=O)c1c(N)n(C)c(=O)n(C)c1=O
 : -2	5	-1	1	-1	0	0	6	6
- CCOC(=O)C1=C(c2ccccc2)N=c2s/c(=C\c3ccc(O)cc3)c(=O)n2C1c1cccs1 (stereo not drawn)
 : -51	-22	-43	-18	-66	-44	-15	-9	-31
- Cc1nn(CCc2n[nH]c(=S)n2C2CCCCC2)c(C)c1Br
 : 0	2	-3	0	2	-4	3	-1	-6
- COCCn1c(SCC(=O)N2CCCc3ccccc32)nnc1-c1ccoc1C
 : 0	-3	0	4	-2	-2	-1	-2	7
- Cc1ccc(N2C(=O)/C(=C\c3ccco3)SC2=S)cc1
 : -7	15	-1	16	5	2	0	-5	2
- Cc1sc2ncnc(N(C)Cc3cccs3)c2c1C
 : 1	-4	-2	7	1	2	7	-3	11
- Cc1cc(C)c(/C=N/NC(N)=O)c(C)c1/C=N/NC(N)=O
 : -2	3	2	4	-4	-6	-2	1	-2
- O=c1[nH]c(Nc2ccccc2Cl)cc2ccccc12
 : 10	40*	2	9	8	-1	6	28*	15
- NC(N)=N/N=C/c1ccccc1OC(F)F
 : 0	4	3	1	3	1	0	-1	9
- CCCOC(=O)C1=C(C)NC2=C(C(=O)C(C(=O)OC)C(C)C2)C1c1ccc(N(CC)CC)cc1 (stereo not drawn)
 : 2	6	5	9	10	-6	0	2	-4
- CC(=O)Nc1ccc(-c2nc(C)c(C(C)=O)n2O)cc1
 : 0	6	5	0	-2	0	4	3	-4
- O=C(c1ccco1)N(Cc1ccco1)Cc1cc2ccccc2[nH]c1=O
 : -4	4	-2	1	1	-5	2	-2	-6
- C=CS(=O)(=O)N(Cc1ccc(Cl)c(Cl)c1)C[C@@H](O)CO
 : x	x	x	15	4	x	6	-1	12
- C#CCOCCOCCOCCNc1nc(N2CCN(C(=O)[C@H](CC(N)=O)n3cc([C@@H](N)CC(N)=O)nn3)CC2)nc(N2CCN(C(=O)[C@H](CC(N)=O)n3cc([C@@H](N)CC(N)=O)nn3)CC2)n1
 : x	x	x	-6	-1	x	0	-8	-4
- C(=N\N1CCN(Cc2ccccc2)CC1)/c1ccccc1
 : 4	4	4	3	2	3	7	0	5
- CC1CCc2nn(CC(=O)NCCN3CCCCC3C)cc2C1 (stereo not drawn)
 : 0	4	-3	3	1	0	7	2	2
- COc1cc(-c2noc(C)c2C#CC2(N)CCCCC2)cc(OC)c1OC
 : 4	0	1	-3	-5	-2	-5	-1	6
- Cn1nc(-c2ccc(C(=O)O)cc2)c2ccccc2c1=O
 : 3	-1	5	2	-6	3	3	2	8
- Cc1ccc(C)c(S(=O)(=O)N2CC(=O)Nc3ccccc32)c1
 : -4	-2	3	7	15	-1	-1	-2	6
- O=C1c2ccccc2C(=O)N1CC1c2ccccc2CCN1C(=O)C1CCCCC1 (stereo not drawn)
 : 10	0	0	5	3	0	-1	-2	3
- O=C(CCN1CCc2ccccc2C1)Nc1ccccc1F
 : -4	0	-2	6	-2	1	-1	4	8
- CSc1ccc(CCNC(=O)CSc2ccsc2[N+](=O)[O-])cc1
 : 0	-7	7	14	4	0	-1	-3	10
- O=C(CSc1nnc(-c2c[nH]c3ccccc23)n1CC1CCCO1)Nc1ccc2c(c1)OCCO2 (stereo not drawn)
 : -1	5	1	5	5	1	0	-7	4
- CC1=CC(=O)C(C(C)C)=C/C1=N/OS(=O)(=O)c1ccccc1
 : 1	7	-2	-2	10	0	2	-3	11
- COC(=O)c1ccc(-c2noc(CN(C)Cc3ccncc3C)n2)cc1
 : 0	-2	2	2	-3	-3	5	2	8
- Cc1ccc2nc(SCC(=O)NC3CCCC3)[nH]c2c1
 : -1	6	0	6	-6	-1	3	0	-2
- Cc1cnc(C(=O)OC(C)C(=O)Nc2cccc3ccccc23)cn1 (stereo not drawn)
 : -4	4	5	-4	4	1	3	1	5
- CNC(=O)CCSc1ccc(C)cc1
 : -5	0	-2	1	-6	0	7	-1	-1
- O=C1CCCN1CCCNC(=S)Nc1ccc(Br)cc1Cl
 : -4	4	3	7	1	-3	1	1	2
- CC(Sc1nccn1C)C(=O)Nc1ccc(C(N)=O)cc1 (stereo not drawn)
 : 1	9	1	3	5	-3	3	7	0
- NS(=O)(=O)c1cccc(NC(=S)NCc2ccccc2)c1
 : 4	-8	-4	2	5	-1	9	-4	-1
- CCCn1c(C)cc(/C=C(\C#N)C(=O)OCC(=O)Nc2cccc(S(N)(=O)=O)c2)c1C
 : -9	x	x	8	34*	0	-2	0	-3
- O=C(NCc1nc2ccccc2[nH]1)C1=C[C@H](c2coc3ccccc3c2=O)C[C@H](OCc2ccc(CO)cc2)O1
 : -1	2	-3	3	-13	-10	-7	0	8

Next section:
Results follow in this order: PME-1 inh	GSTO1 inh	Fam108B counter	pPAFAH FP inh	PAFAH2 inh	LYPLA1 inh	PAFAH1B2 FP inh	PAD4 FP inh	PAFAH1B3 inh
- CCOc1ccc2nc(N(CCCN(C)C)C(=O)c3ccc(C(=O)c4ccccc4)cc3)sc2c1
 : 0	3	0	6	3	2	-5	-2	11
- CCCCC(Sc1nc(N)c(NC(=O)c2ccc(OC)cc2)c(=O)[nH]1)C(=O)O (stereo not drawn)
 : -3	1	2	4	4	-1	4	4	1
- Clc1ccc(-c2noc(CSc3nnc(-c4ccncc4)n3-c3ccccc3)n2)cc1
 : 9	25	-1	-6	0	0	-1	-1	-5
- Cc1onc(-c2ccc(Cl)cc2)c1-c1ccnn1S(=O)(=O)c1ccc(Cl)cc1
 : -4	6	-5	6	x	-6	x	1	x
- CC(C)n1c(=S)[nH]c2scc(-c3cccs3)c2c1=O
 : -2	16	14	33*	11	-3	-3	-13	1
- Cc1cc(OCC(=O)Nc2ccncc2)c(C)cc1Br
 : -75	-8	-7	-8	-6	-9	-2	3	-3
- COC(=O)[C@@H]1CC[C@@](C)(c2ccc(OC)cc2)C1(C)C
 : 1	6	-1	6	-8	-2	2	-2	7
- COC(=O)c1ccccc1NC1OC(=O)c2ccccc21 (stereo not drawn)
 : 0	2	1	2	5	1	1	-3	3
- COc1cccc(C(=O)NCCCNC(=O)c2ccccn2)c1
 : 4	6	5	1	-5	1	5	-3	10
- CN(C)/C=C1\C(=O)ON=C1c1ccccc1
 : -2	-4	1	-1	-4	-1	3	-7	-7
- CN(CCC#N)Cc1cc(=O)oc2ccc3ccccc3c12
 : 4	10	-2	5	0	-1	6	-5	6
- N#Cc1nc(COc2ccc(Cl)cc2)oc1NCc1ccc2c(c1)OCO2
 : -3	-5	-6	2	-4	-14	29*	1	3
- Cc1cc(NC(=O)c2ccc(F)cc2F)n(-c2nc3ccccc3[nH]2)n1
 : -1	2	-2	-2	3	-3	0	-1	4
- COc1ccc(Nc2nc(N)nc(CN3CCN(c4ccc(F)cc4)CC3)n2)cc1
 : 6	12	-2	0	-4	3	2	0	4
- COc1ccc(N2C(=O)N3[C@H](c4ccc(Cl)cc4)[C@@H]4C(=O)N(C5CCCCC5)C(=O)[C@@H]4[C@]3(Cc3ccc(Cl)cc3)C2=O)cc1
 : -11	1	-9	0	-7	-1	-2	5	-6
- CN(C)CCCN(C(=O)c1ccc2c(c1)CCCC2)c1nc2c(F)cccc2s1
 : 1	10	9	2	3	-1	4	-2	4
- CCN(Cc1ccccc1)S(=O)(=O)c1c(N)n(C)c(=O)n(C)c1=O
 : -4	6	2	2	6	2	-2	-1	6
- Cc1cc(C(=O)OCC(=O)N(C)c2ccccc2)c2ccccc2n1
 : x	x	x	7	11	x	8	-1	10
- O=C(CCCN=C1NS(=O)(=O)c2ccccc21)Nc1ccc(Cl)cc1
 : 2	x	x	-3	2	-2	4	3	3
- Cc1ccccc1S(=O)(=O)N1[C@@H](c2ccc(Br)cc2)C(C(=O)O)=CC[C@H]1c1ccc(Cl)cc1
 : x	x	x	7	5	x	84*	-3	-5
- Oc1ccc(-c2nc3ccccn3c2NCc2ccco2)cc1
 : 5	2	-1	7	20	1	6	-4	5
- Fc1ccc(-c2csc(-c3ccc(C4SCCS4)cc3)n2)cc1F
 : 0	0	-5	2	-2	0	-1	1	6
- Cc1ccc(CC2CC(=O)N(c3ncccn3)C2=O)cc1 (stereo not drawn)
 : 0	2	0	2	-6	1	6	2	3
- Cc1ccc(S(=O)(=O)N2CC(=NN=C(N)N)C2)cc1
 : 6	2	0	1	5	-3	7	3	8
- O=C(Nc1ccc2c(c1)OCO2)Nc1ccc(F)cc1F
 : 9	11	-1	-4	7	0	2	-3	-2
